Shiga inhibitor = Shiga toxin inhibition | Vero cells, Shiga toxin protein synthesis inhibition reporter | inhibition, % at 38.7 µM | 290,000 compounds, 9.2% hits | AID 2315; in the data active = inhibition mostly above about 28%, no sharp cut-off; inactive = mostly below about 43%; note: 0% is about no effect
Pf growth 96h = P. falciparum growth inhibition at 96 hour, primary screen for plastid delayed-death inhibitors | P. falciparum luciferase reporter growth, 96 h | Potency, µM (top dose mostly 28.7 µM), for inactives: top-dose activity change, negative = inhibition, usual class: inhibitors | 320,000 compounds, 6.9% hits; note: potency is the fitted concentration of half-maximal effect; % is set by controls: 0 for no effect and ±100 for the full control effect
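Parasite growth measured via integrated firefly luciferase reporter in P. falciparum. Infected erythrocytes at 2% hematocrit, 0.05% parasitemia final were treated 96 hours at 37 C under 5% CO2, and luminescence was read.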
Pf growth 48h = P. falciparum growth inhibition at 48 hours (one generation) | Potency, µM (top dose mostly 28.7 µM), for the others: at the top dose activity change, negative = inhibition, usual class: inhibitors | P. falciparum luciferase growth in erythrocytes, 48 h | AID 504832 | 310,000 compounds, 5.9% hits; note: potency is the fitted concentration of half-maximal effect; % is set by controls: 0 for no effect and ±100 for the full control effect
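A one-generation exposure of luciferase-tagged malaria parasites in RPMI 1640/Albumax erythrocyte culture, 37 C and 5% CO2. Inhibition is inferred from decreased luminescence after adding detection reagent.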
AmpC inh no detg = inhibitors of E. coli AmpC beta-lactamase without detergent | AmpC nitrocefin hydrolysis, absorbance 480 nm, 0.0001% Triton | AID 485341 | P00811 | 330,000 compounds, 0.52% hits | Potency, µM (doses to about 57.1 µM), for inactives: at the top dose activity change, negative = inhibition, actives largely listed as inhibitors;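 note: potency is the fitted concentration of half-maximal effect; plate controls were no compound for no effect and no enzyme for full effect; nearly all actives have a fitted effect of over 20% in size; some results filed as inactive show a strong effect at the top dose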
Target sequence (P00811 whole entry, looked up): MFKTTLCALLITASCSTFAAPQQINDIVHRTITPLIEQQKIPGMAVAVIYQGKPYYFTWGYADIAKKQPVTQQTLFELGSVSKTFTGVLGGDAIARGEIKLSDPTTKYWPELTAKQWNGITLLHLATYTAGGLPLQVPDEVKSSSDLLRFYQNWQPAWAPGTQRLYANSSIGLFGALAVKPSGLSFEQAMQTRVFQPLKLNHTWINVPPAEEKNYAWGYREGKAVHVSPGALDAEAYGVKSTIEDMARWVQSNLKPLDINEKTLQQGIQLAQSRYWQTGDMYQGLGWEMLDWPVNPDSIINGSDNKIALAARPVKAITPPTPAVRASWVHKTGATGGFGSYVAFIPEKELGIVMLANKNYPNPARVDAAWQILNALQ
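AmpC (5.3 nM in the dispensed reagent) in 20 mM phosphate pH 7.0 with 0.01% (detergent screen) or 0.0001% Triton X-100 was preincubated with compounds for 15 min at room temperature. Nitrocefin was then added from an 800 uM solution, and hydrolysis was followed at 480 nm.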
Tb PYK inh = T. brucei pyruvate kinase inhibition. Q57TT1. TbPYK enzyme, Kinase-Glo Plus ATP luminescence, 45 min. Potency, µM (series often up to 76.8 µM), for inactives: at the highest dose activity, negative = inhibition, hits mostly inhibitors. 410,000 compounds, 0.12% hits. AID 624173; note: potency is the fitted concentration of half-maximal effect; % is set by controls: 0 for no effect and ±100 for the full control effect; nearly all actives have a fitted effect of over 50% in size
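In this concentration-response screen, enzyme-free wells defined baseline while DMSO plates tracked drift. Each reaction combined TbPYK, substrate, compound and 130 uM ADP for 45 min at room temperature. Kinase-Glo Plus luminescence gave the signal.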
LmPK inhibitor = inhibitors of Leishmania mexicana pyruvate kinase; AID 1721; purified LmPK, Kinase-Glo ATP luminescence, 1 h; Q27686; Potency, µM (doses to about 57.5 µM), without a hit: at the highest dose activity change, negative = inhibition, hits mostly inhibitors; 290,000 compounds, 0.37% hits; note: potency is the fitted concentration of half-maximal effect; % is set by controls: 0 for no effect and ±100 for the full control effect
Target sequence (Q27686 whole entry, looked up): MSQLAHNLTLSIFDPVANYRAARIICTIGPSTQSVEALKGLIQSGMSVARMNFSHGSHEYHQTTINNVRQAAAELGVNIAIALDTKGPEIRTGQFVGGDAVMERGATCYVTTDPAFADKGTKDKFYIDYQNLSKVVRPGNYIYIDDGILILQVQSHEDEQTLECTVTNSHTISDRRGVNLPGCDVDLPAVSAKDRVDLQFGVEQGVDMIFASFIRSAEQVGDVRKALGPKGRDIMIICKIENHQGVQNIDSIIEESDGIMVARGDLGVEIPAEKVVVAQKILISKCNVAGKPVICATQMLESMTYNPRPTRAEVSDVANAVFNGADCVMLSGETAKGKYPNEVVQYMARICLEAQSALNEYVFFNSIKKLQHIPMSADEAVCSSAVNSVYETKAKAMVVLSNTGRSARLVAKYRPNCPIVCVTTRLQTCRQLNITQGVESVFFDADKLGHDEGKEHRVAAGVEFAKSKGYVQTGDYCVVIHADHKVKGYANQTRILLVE
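Kinase-Glo luminescence read after 1 h RT reaction of 0.1 nM LmPK with 0.5 mM PEP and 0.1 mM ADP. Activity scaled between uninhibited and enzyme-free controls.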
Cycloheximide cs = counter-screen hit for Shiga toxin inhibitors, cycloheximide; 300,000 compounds, 12% hits; max response, %; cell reporter, cycloheximide protein synthesis inhibition counterscreen; in the data active = max response mostly above about 13%, no sharp cut-off; inactive = mostly below about 14%; note: read at 38.3 µM for the half of the compounds with a filed dose; 0% is about no effect
An asterisk follows results filed as active; i = inactive; ? = inconclusive; . = not tested or not shown; [ ] = remark or other dose. Unless noted, calls come from the whole dose curve; as a rule, active = well fitted curve in the direction sought with a large enough effect; inconclusive = small, poorly fitted or top-dose-only effect, or another doubt; inactive = no such curve, though single readings can be large; an effect the other way counts as inactive or inconclusive.

SMILES	Shiga inhibitor	Pf growth 96h	Pf growth 48h	AmpC inh no detg	Tb PYK inh	LmPK inhibitor	Cycloheximide cs
CCCNC(=O)CS(=O)Cc1nc(-c2ccccc2C)oc1C (centres undefined)	-4.7	-22.8%	.	0.2%	-6.0%	9.9%	-7.8
CC(C)(C)OC(=O)[C@H](NC(=O)OCc1ccccc1)c1ccccc1	.	?	?	-10.6%	-2.5%	.	.
CS(=O)(=O)N1CCc2cc(C(=O)Nc3ccc(O)cc3)ccc21	-8.8	?	-7.2%	-15.3%	6.7%	-2.9%	-2.5
CC(C)CCN1C(=O)c2ccc(C(=O)Nc3cc(C(=O)O)cc(C(=O)O)c3)cc2C1=O	-8.1	?	0.0%	-6.5%	-12.0%	-13.9%	-1.7
CN(C)Cc1c(C(=O)N/N=C/c2cccc3ccccc23)nnn1-c1nonc1N	7.9	100.1%[activator]	9.7%	-5.0%	-0.1%	8.5%	-3.4
Cc1ccc(S(=O)(=O)N2CCN(C(=O)CN3C(=O)CNC3=O)CC2)cc1	.	-12.0%	-17.6%	-0.2%	-0.5%	.	.
Cc1ccc(Cl)cc1NC(=O)COC(=O)C1CC1	-8.7	23.3%	-3.4%	-14.9%[11.4 µM]	6.9%	2.9%	-2.3
COc1ccc(C(=O)Nc2ccccc2C(=O)N2CCN(c3ccccc3)CC2)cc1	-7.0	?	-16.5%	-4.3%	-1.2%	0.3%	11.6
Cc1ccc(NC(=O)c2sc(N)nc2-c2ccccc2)cc1C	42.2	-13.8%	0.0%	-12.2%	-3.1%	-0.3%	10.7
CCOC(=O)C1CCN(S(=O)(=O)c2ccc(OCC)cc2)CC1	-29.9	.	-2.7%	-2.1%	1.9%	-9.9%	-4.4
CC1=CC(C)(C)n2c(O)c(N=NC(N)=S)c3cccc1c32	-17.0	12.7%	4.3%	-7.6%	1.8%	2.5%	-2.3
COCCNc1oc(Cc2cccc3ccccc23)nc1C#N	3.9	?	?	-1.5%	0.9%	0.6%	4.3
O=C(Cn1c(=O)ccn(Cc2ccccc2)c1=O)Nc1cccc(S(=O)(=O)N2CCOCC2)c1	.	-6.6%	?	-7.5%	-3.0%	.	.
CC1=NN(C(N)=S)C(=O)C1N=Nc1cccc(Cl)c1C (centres undefined)	36.7*	?	?	-22.7%	-1.5%	1.6%	25.6*
Clc1cc(Cl)c(-c2cc(Cl)c(Cl)cc2Cl)cc1Cl	.	?	24.6%	-14.8%	4.6%	.	.
CC1(C)CC(=O)C=C(c2cccc(O)c2)C1	.	38.4%[activator]	40.3%[activator]	-15.7%	-6.8%	.	.
CCCCCCc1cc2cc(C(=O)Nc3ccccc3OC)c(=O)oc2cc1O	-14.6	?	?	-8.6%	-8.3%	2.3%	-1.7
C/C(=N/NC(=O)c1ccco1)c1ccc(NC(=O)c2ccc(F)cc2)cc1	57.9*	107.7%[activator]	119.5%[activator]	-24.2%	-7.7%	2.7%	90.1*
CC(Cc1ccccc1)N1C(=O)c2ccccc2C1=O (centres undefined)	49.0*	-4.1%	2.1%	-45.0%	-5.1%	-2.3%	21.8*
Cc1c(NS(=O)(=O)c2cc(C(=O)NCCN(C)C)ccc2Cl)c(=O)n(-c2ccccc2)n1C	1.0	1.1%	.	-8.6%	0.8%	-0.3%	-5.9
COc1ccc(S(=O)(=O)Nc2cccc(NC(C)=O)c2)cc1	-11.9	22.5%	6.4%	-22.8%	-1.3%	-4.9%	7.1
O=C(NC(Cc1ccccc1)C(=O)O)/C(=C/c1ccc(F)cc1)NC(=O)c1ccccc1 (centres undefined)	-8.8	-9.2%	1.4%	-21.1%	2.7%	-4.0%	-2.4
CS(=O)(=O)N1CCN(c2ccccc2NC(=O)Nc2cccc(Cl)c2)CC1	11.8	-18.1%	-12.0%	-25.2%	-2.7%	-0.5%	7.3
Cc1ccc(NC(=O)c2cc(N3C(=O)C=CC3=O)ccc2Cl)cc1C	-3.8	-13.8%	8.4%	-50.7%	?	28.1%	7.1
Cc1cc(NC(=O)c2ccc(NC(=O)C3CCCO3)cc2)ccc1Br (centres undefined)	73.9*	1.0%	27.8%	1.3%	-14.0%	5.0%	41.7*
Clc1ccc2nc(CSc3ncn[nH]3)cn2c1	55.8	44.5%[activator]	26.1%	-4.4%	0.3%	-3.6%	15.5*
CCC12CC3CC(C1)CC(C(=O)Nc1nn[nH]n1)(C3)C2	-1.5	-16.4%	1.7%	-22.6%	0.8%	0.1%	-0.1
CC(C)C(OC(=O)c1cccs1)C(=O)NC1CCCCC1 (centres undefined)	8.3	?	1.5%	4.8%	-2.5%	0.3%	-2.0
Cc1ccc(CN2CCSc3sccc3C2=O)cc1	-3.4	?	3.8%	-14.4%	2.7%	2.3%	1.6
CCCCn1c(O)c(/C=N/NC(=O)c2ccncc2)c(=O)[nH]c1=S	1.3	-9.2%	3.6%	-59.8%	-17.1%	3.6%	-1.4
O=C(c1cc(-c2ccccc2)nc2ccccc12)N1N=C(C(F)F)CC1(O)C(F)F (centres undefined)	-7.7	2.1%[5.75 µM]	16.6%	-28.7%	-11.7%	3.7%	-1.4
CCN(c1ccccc1)S(=O)(=O)c1cc(NC(=O)CSc2n[nH]c(=O)[nH]c2=O)ccc1Cl	-9.6	?	-9.5%	20µM*	-0.2%	4.9%	-3.1
COc1ccccc1CNC(=O)C(NS(=O)(=O)c1cccc2nsnc12)C(C)C (centres undefined)	-4.9	-7.1%	?	-4.0%	-5.5%	-3.1%	7.6
CN(C)/C=C1\Oc2ccc3ccccc3c2C1=O	116.2*	273.9%[activator]	i	-22.4%	-6.3%	-7.6%	34.0*
COc1ccc(/C=C/C(=O)NNC(=O)c2cc(C)oc2C)cc1	.	-2.3%	2.8%	-17.6%	-2.4%	.	.
CC(=O)N1CCC(=NNc2ccc(S(N)(=O)=O)cc2[N+](=O)[O-])CC1	2.7	37.7%[activator]	8.0%	-22.5%	-1.2%	-12.6%	-2.0
CCOC(=O)c1sc(NC(=O)c2cc3c(C)nn(-c4ccccc4)c3s2)nc1C	-12.5	1.9%	8.3%	-13.9%	.	1.2%	-2.2
Cc1ccccc1NC(=O)NC1(C(=O)N2CCCC2)CCCCC1	-6.8	50.5%[activator]	?	-8.6%	6.6%	0.3%	-1.2
CN1C(=O)[C@@H]2[C@H](C1=O)[C@@H]1C(=O)Nc3ccccc3C(=O)N1[C@@H]2c1ccc(Br)cc1	.	73.7%[activator]	-2.7%	-23.5%	3.6%	.	.
CN1CC(=O)N(CC(=O)NCc2ccc(F)cc2)c2ccccc2C1=O	-12.2	0.8%	4.0%	-20.9%	1.8%	7.7%	7.9
CCN(CCNC(=O)C1CC(=O)N(CCc2ccccc2)C1)c1ccccc1 (centres undefined)	-6.3	?	-0.3%	101.6%[activator]	-9.5%	0.9%	-2.5
COc1ccc(Cl)cc1C(=O)Nc1cccnc1	.	1.0%	24.1%	-19.4%	-7.7%	0.0%	8.3
CC(=O)c1c(C)[nH]c(C(=O)N(C)C(c2ccccc2)c2ccccc2)c1C	5.7	?	?	4.1%	0.0%	2.2%	-2.0
COc1cccc(NC(=O)c2ccco2)c1	85.9*	-26.7%	143.7%[activator]	-14.5%	-5.8%	?	35.8*
O=C1OCCC1Sc1nnc(-c2cccs2)n1Cc1ccccc1 (centres undefined)	-8.8	-10.9%	10.3%	-1.1%	-0.2%	-1.3%	9.7
COc1cccc(C(=O)Nc2ccccc2C(=O)N2CCCC2)c1	3.3	-24.6%	.	-1.1%	-2.4%	2.6%	-3.0
O=C(COC(=O)c1ccc(Oc2ccccc2)cc1)Nc1nnc(-c2ccccc2)o1	6.9	.	3.1%	12.6µM*	-2.4%	2.4%	13.5
COc1ccc(CCNC(=O)COC(=O)/C=C/c2cccs2)cc1OC	-16.8	-42.5%[5.75 µM]	-23.8%	-6.4%	1.7%	-3.6%	0.3
CCC(C)(C)c1nnc(NC(=O)c2ccc([N+](=O)[O-])cc2)s1	-1.2	-24.4%	.	-8.4%	0.0%	-1.3%	-1.9
COCCNC(=O)C(OC(=O)c1cccs1)c1ccc(F)cc1 (centres undefined)	-6.1	13.1µM*	1.0%	8.0%	2.8%	-3.4%	0.8
CN1CCCC(OC(=O)c2cc(Br)ccc2Cl)C1 (centres undefined)	-8.7	-6.1%	.	4.6%	-1.2%	-1.0%	6.0
Cc1sc2ncnc(SCC(=O)Nc3ccc(CN4CCCC4)cc3)c2c1C	.	?	?	-8.8%	-6.7%	.	.
CC(C)Cc1nnc(NC(=O)CCC(=O)N2CCCCC2)s1	-14.2	9.4%	10.2%	10.9%	-1.3%	-0.3%	-1.8
CCOC(=O)c1ccc2ncc(C(=O)OCC)c(Nc3ccc(N4CCOCC4)cc3)c2c1	-6.4	?	?	182.2%[activator]	-5.3%	0.6%	-0.4
Nc1c(-c2cccc(Cl)c2)cnn1-c1cccc([N+](=O)[O-])c1	48.6*	0.0%	20.1%	-31.2%	3.9%	-1.0%	17.2*
CC(C)(C)NC(=O)COC(=O)c1ccc(F)cc1Cl	43.1	29.1%	16.0%	-10.5%	-5.2%	-0.2%	21.9
CCOC(=O)c1ccc(NC(=O)CCc2nnc3ccc(N4CCN(C)CC4)nn23)cc1	-3.1	10.0%	?	38.6%	0.8%	4.4%	-3.2
O=C(Nc1ccc(SC(F)F)cc1)c1cc(-c2ccncc2)nc2ccccc12	.	5.22µM*	?	0.4%	2.2%	.	.

Molecules shown so far that have fluorine:
SMILES	Shiga inhibitor	Pf growth 96h	Pf growth 48h	AmpC inh no detg	Tb PYK inh	LmPK inhibitor	Cycloheximide cs
C/C(=N/NC(=O)c1ccco1)c1ccc(NC(=O)c2ccc(F)cc2)cc1	57.9*	107.7%[activator]	119.5%[activator]	-24.2%	-7.7%	2.7%	90.1*
O=C(NC(Cc1ccccc1)C(=O)O)/C(=C/c1ccc(F)cc1)NC(=O)c1ccccc1 (centres undefined)	-8.8	-9.2%	1.4%	-21.1%	2.7%	-4.0%	-2.4
O=C(c1cc(-c2ccccc2)nc2ccccc12)N1N=C(C(F)F)CC1(O)C(F)F (centres undefined)	-7.7	2.1%[5.75 µM]	16.6%	-28.7%	-11.7%	3.7%	-1.4
CN1CC(=O)N(CC(=O)NCc2ccc(F)cc2)c2ccccc2C1=O	-12.2	0.8%	4.0%	-20.9%	1.8%	7.7%	7.9
COCCNC(=O)C(OC(=O)c1cccs1)c1ccc(F)cc1 (centres undefined)	-6.1	13.1µM*	1.0%	8.0%	2.8%	-3.4%	0.8
CC(C)(C)NC(=O)COC(=O)c1ccc(F)cc1Cl	43.1	29.1%	16.0%	-10.5%	-5.2%	-0.2%	21.9
O=C(Nc1ccc(SC(F)F)cc1)c1cc(-c2ccncc2)nc2ccccc12	.	5.22µM*	?	0.4%	2.2%	.	.

Outcome played no part in choosing rows; overall some 22% were active at least once.
